From PubChem
Rev-erbA mod – modulates human Rev-erb alpha binding to DNA; P20393; 370,000 tested, 0.79% active; activity, % at 10 µM; Rev-erbα–FITC-DNA binding, fluorescence polarization, 90 min; AID 1259318;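 active = activity above about 14%, limit read from the data; passing the limit was not always enough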;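 note: 0% = DMSO wells with 35 nM protein and 100% = DMSO wells with 750 nM protein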
PG9 Ab binder – binds the HIV-1 gp120 antibody PG9; TR-FRET gp120-PG9 antibody binding; inhibition, % at 6.7 µM; 360,000 tested, 0.43% active; in the data active = inhibition above about 8.5%
TCR-CD3 inh – blocks the human TCR-CD3 interaction; TAMRA-labeled TCR probe fluorescence, biochemical; inhibition, % at 9.4 µM; 360,000 tested, 0.37% active; AID 651800; in the data active = inhibition above about 19%;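 note: recombinant mutant TCR 2C K166C tagged with TAMRA read by polarization; 0% = receptor in buffer alone and 100% = receptor with positive control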
rCAG binder – molecules binding r(CAG) RNA repeats | 370,000 tested, 1.3% active | inhibition, % at 3 µM | AID 651821 | r(CAG) RNA repeat, TO-PRO-1 dye displacement fluorescence;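 active = inhibition above the plate cutoff, the mean of all test compounds on that plate plus 3 SD, cut at about 35% in these data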;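 note: 0% = DMSO alone and 100% = 100 µM mitoxantrone as full dye displacement; higher means more dye released from RNA so lower well fluorescence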
UHRF1 MBD2 ctr – blocks human UHRF1 binding to methylated DNA. UHRF1 binding to methylated oligo, TR-FRET. 370,000 tested, 0.75% active. inhibition, % at 4.4 µM. Q96T88; in the data active = inhibition above about 21%;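 note: UHRF1 SRA domain binding a hemimethylated CpG hairpin DNA probe; 0% = median of test compound wells and 100% = reference inhibitor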
LEDGF integ inh – blocks HIV-1 LEDGF/p75-dependent DNA integration | inhibition, % at 3.7 µM | TR-FRET IN-LEDGF/p75 DNA integration, Eu/Cy5 | 370,000 tested, 0.64% active;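 active = inhibition above the screen-wide mean plus 3 SD, cut at about 13% in these data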;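 note: signal is the Cy5 over europium emission ratio at 671 and 618 nm; 0% = plate median of compound wells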
ABHD4 inh – inhibits mouse alpha/beta hydrolase domain 4 | 370,000 tested, 0.54% active | inhibition, % at 8.92 µM | purified mABHD4, FP-Rh probe fluorescence polarization;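 active = inhibition exceeding the mean over every tested compound plus 3 SD, cut at about 30% in these data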;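 note: 0% = plate median of compound wells and 100% = S159A mutant with DMSO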
Target sequence (Q8VD66 whole entry, looked up, the tested form may be a part): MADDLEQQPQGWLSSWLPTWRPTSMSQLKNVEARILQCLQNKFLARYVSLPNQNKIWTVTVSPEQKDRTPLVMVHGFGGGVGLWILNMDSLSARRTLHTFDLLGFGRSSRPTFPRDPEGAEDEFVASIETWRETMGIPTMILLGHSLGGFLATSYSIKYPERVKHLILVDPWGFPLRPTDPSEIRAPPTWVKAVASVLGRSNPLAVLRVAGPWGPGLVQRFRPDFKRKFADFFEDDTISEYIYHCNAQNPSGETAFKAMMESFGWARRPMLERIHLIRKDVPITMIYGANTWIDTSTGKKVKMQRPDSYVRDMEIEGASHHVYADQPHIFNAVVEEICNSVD
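Assay system: wild-type mouse ABHD4 protein; compound: single nominal dose of 8.92 µM, 0.89% DMSO final; schedule: 45 min + 60 min at 25 °C; measured by: FP readout, ex 525 nm / em 598 nm; evaluation: % inhibition of FP-Rh probe binding versus controls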
MBD2 DNA inh – MBD2-methylated oligo binding inhibition; AID 686964; inhibition, % at 4.4 µM; Q9UBB5; 370,000 tested, 0.31% active; TR-FRET, MBD2 binding to methylated oligonucleotide; in the data active = inhibition above about 13%
PRMT1 inh – inhibitors of human PRMT1; Q99873; recombinant PRMT1, activity-based probe fluorescence polarization; inhibition, % at 2.79 µM; 370,000 tested, 1.3% active;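 active = inhibition above about 21% made by adding two undisclosed values, limit read from the data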
Target sequence (Q99873 whole entry, looked up): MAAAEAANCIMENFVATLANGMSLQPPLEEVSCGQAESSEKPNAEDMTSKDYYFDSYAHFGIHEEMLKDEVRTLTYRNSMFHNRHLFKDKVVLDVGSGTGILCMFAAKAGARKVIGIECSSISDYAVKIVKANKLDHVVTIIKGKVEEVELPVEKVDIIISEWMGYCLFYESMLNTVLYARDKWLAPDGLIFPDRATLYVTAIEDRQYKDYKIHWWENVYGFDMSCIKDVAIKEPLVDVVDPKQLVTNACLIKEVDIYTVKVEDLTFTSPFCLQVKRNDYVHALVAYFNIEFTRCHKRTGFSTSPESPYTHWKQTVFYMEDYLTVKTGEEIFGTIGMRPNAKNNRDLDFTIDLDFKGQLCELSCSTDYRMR
HTRA1 inhibitor – HTRA1 (human) protease inhibition; Q92743; recombinant HTRA1, FP-rhodamine activity-based probe, fluorescence polarization; inhibition, % at 5.96 µM; 340,000 tested, 0.5% active; in the data active = inhibition above about 36%;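 note: 0% = enzyme with DMSO and 100% = wells lacking enzyme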
Active calls of the source: *; / = not tested or not shown.

1	CCn1nnnc1SCC(=O)N1N=C(c2cccs2)CC1c1cccs1 (stereo unspecified)
2	Cc1cccc(-n2c(C)nc3cc(C(=O)N4CCOCC4)ccc32)c1
3	CNc1nc(C)c([N+](=O)[O-])c(Nc2ccc(OC)cc2)n1
4	CCOc1ccc(N/C(N)=N/c2nc(C)c(C)c(=O)[nH]2)cc1
5	CN1CCN(C(=O)C2(NC(=O)NCc3ccccc3)CCCCC2)CC1
6	COCCn1nnnc1CN(CCc1ccccc1)Cc1cc2cc(OC)ccc2[nH]c1=O
7	CC1CC(=O)Nc2ccccc2N1C(=O)CN1CCN(C=O)CC1 (stereo unspecified)
8	COCCCNC(=O)N1c2ccccc2Sc2ccccc21
9	COCCNC(=O)C(C)OC(=O)C1=Cc2ccccc2OC1 (stereo unspecified)
10	O=C(Nc1ccc(OCc2ccccc2)cc1)c1cccnc1
compound no.	1	2	3	4	5	6	7	8	9	10
rCAG binder	1	-4	-1	2	-1	0	-2	-4	-3	-4
HTRA1 inhibitor	-8	0	-5	-1	2	-8	5	1	-4	2
PG9 Ab binder	0.3	-1.2	-1.3	-0.9	0.0	-0.1	-0.9	-2.1	0.5	1.4
ABHD4 inh	-9	-7	7	-2	4	7	-5	-3	-1	-6
TCR-CD3 inh	-7	3	-8	5	6	2	6	-1	5	-3
UHRF1 MBD2 ctr	3	-3	2	1	0	-3	0	2	-1	4
LEDGF integ inh	0	1	-2	-3	-1	-3	1	2	6	-2
MBD2 DNA inh	4	3	0	1	-7	-2	2	-2	-7	2
Rev-erbA mod	2	-2	-3	-6	-1	-4	4	1	-3	3
PRMT1 inh	-1	-2	5	-1	-1	1	-3	-1	-8	1

11	Oc1ccc2ccccc2c1CN1CCN(c2ccccc2)CC1
12	COc1cc(CNc2ccc3[nH]c(=O)[nH]c3c2)ccc1OCc1c(F)cccc1Cl
13	CC1CC(OCC(O)CN2CCN(Cc3ccccc3)CC2)CC(C)(C)C1 (stereo unspecified)
14	O=C1CCCCC1Sc1nnc(Nc2ccccc2)s1 (stereo unspecified)
15	CCOc1cccc(CNCc2ccncc2)c1
16	COc1ccc(N(C)C(=O)c2cn(CC(C)C)c(=O)c3cc(OC)c(OC)cc23)c(OC)c1
17	C=C(C)C1CC=C(C)/C(=N/NC(=O)c2ccc(NC(=O)c3cccc(C)c3)cc2)C1 (stereo unspecified)
18	CN(Cc1cnccn1)Cc1nc(Cc2ccccc2Cl)no1
19	COc1cc(CC(=O)N(c2ccccc2)c2nc(C)cs2)cc(OC)c1OC
20	Cc1ccc(-c2c(NC(=O)c3ccc(F)cc3)nc3ncccn23)cc1
compound no.	11	12	13	14	15	16	17	18	19	20
rCAG binder	1	2	-7	-2	-1	-11	5	-2	1	5
HTRA1 inhibitor	8	4	-3	-7	-1	-2	-27	0	3	/
PG9 Ab binder	0.6	-2.6	-0.4	-2.8	1.5	-1.5	-0.9	0.3	-0.1	/
ABHD4 inh	8	5	3	2	4	6	-4	-2	-14	-3
TCR-CD3 inh	-5	1	-1	5	5	0	-7	-1	-10	/
UHRF1 MBD2 ctr	-2	-3	-1	-1	2	0	5	-1	17	0
LEDGF integ inh	-2	-1	-4	1	2	3	0	5	-2	-2
MBD2 DNA inh	3	-3	-1	-6	-3	6	-1	-6	3	3
Rev-erbA mod	-4	0	2	-5	4	0	3	4	-1	-3
PRMT1 inh	2	7	-2	-2	-2	-7	-3	-5	9	4

21	Cc1cc(C(=O)COC(=O)CCCN2C(=O)c3ccccc3C2=O)c(C)n1C
22	Cc1cccc(C)c1NC(=O)CN(c1ccccn1)S(=O)(=O)c1ccccc1
23	Cc1nn2c(-c3ccccn3)ccnc2c1Cl
24	C#CC1(NC(=O)NS(=O)(=O)c2ccc(C)cc2)CCCCC1
25	O=C(Nc1cc(-c2ccccc2)[nH]n1)c1ccccc1
26	O=C(O)CCc1ccc(NCc2cccc(Oc3ccccc3)c2)cc1
27	Cc1cccc(NC(=S)/N=C(\N)Nc2nc(C)c3ccc(C)cc3n2)c1
28	COc1ccccc1C(=O)Nc1ccc(NC(=O)c2ccco2)c(C)c1
29	c1coc(CNc2c3c(nc4ncnn24)CCCC3)c1
30	COc1cc(NC(=O)c2nnn(Cc3ccc(SC)cc3)c2N)cc(OC)c1
compound no.	21	22	23	24	25	26	27	28	29	30
rCAG binder	-8	-1	2	2	-1	22	28	5	-1	3
HTRA1 inhibitor	1	-1	0	-2	-5	-10	-37	-6	0	-51
PG9 Ab binder	-0.2	1.7	0.0	-0.2	-2.2	0.6	-0.4	2.0	0.6	-1.4
ABHD4 inh	4	1	-1	0	-16	3	-5	-19	-5	-29
TCR-CD3 inh	-6	-2	4	1	-5	2	7	4	1	3
UHRF1 MBD2 ctr	1	-3	-4	0	6	-2	-3	1	-1	0
LEDGF integ inh	4	-2	-4	1	3	2	0	0	1	-2
MBD2 DNA inh	2	4	-12	-4	4	-7	6	-5	2	0
Rev-erbA mod	-1	-5	2	4	-6	1	-1	1	1	3
PRMT1 inh	-1	-2	-2	0	5	-2	0	-3	1	0

Just Rev-erbA mod and PRMT1 inh (7 entries from above):
cpd	Compound	Rev-erbA mod	PRMT1 inh
22	Cc1cccc(C)c1NC(=O)CN(c1ccccn1)S(=O)(=O)c1ccccc1	-5	-2
23	Cc1nn2c(-c3ccccn3)ccnc2c1Cl	2	-2
24	C#CC1(NC(=O)NS(=O)(=O)c2ccc(C)cc2)CCCCC1	4	0
25	O=C(Nc1cc(-c2ccccc2)[nH]n1)c1ccccc1	-6	5
26	O=C(O)CCc1ccc(NCc2cccc(Oc3ccccc3)c2)cc1	1	-2
27	Cc1cccc(NC(=S)/N=C(\N)Nc2nc(C)c3ccc(C)cc3n2)c1	-1	0
28	COc1ccccc1C(=O)Nc1ccc(NC(=O)c2ccco2)c(C)c1	1	-3

(cont.)
31	CCN(CC)c1ccc(S(=O)(=O)N2CCOCC2)cc1NC(=O)CN1C(=O)NC2(CCCC2)C1=O
32	CCCCn1c(CCC(=O)O)nc2c1c(=O)[nH]c(=O)n2CCC
33	O=C1OC(c2ccc(F)cc2)=N/C1=C\c1ccc(Br)o1
34	CCCC(=O)Nc1nc2ccc(NC(=O)c3ccc(Br)o3)cc2s1
35	O=C(C1=COCCO1)N(Cc1nnc(-c2ccccc2Cl)o1)C1CC1
36	CCc1ccc(NC(=O)CSc2nc(=O)n3cc(C)ccc3n2)cc1
37	COCCNC(=O)C1CCCN(S(=O)(=O)c2c(C)noc2/C=C/c2cccs2)C1 (stereo unspecified)
38	CN(C)CCN1C(=O)C(=O)/C(=C(/O)c2ccc(F)cc2)C1c1ccccc1F (stereo unspecified)
39	Cc1cc(C(=O)Nc2cccc(S(=O)(=O)N3CCCCC3)c2)c2ccccc2n1
40	O=C(Nc1ccc(F)cc1F)C1CCCN1S(=O)(=O)c1cccnc1 (stereo unspecified)
compound no.	31	32	33	34	35	36	37	38	39	40
rCAG binder	-6	1	3	6	-2	6	-2	0	8	2
HTRA1 inhibitor	-7	0	8	-44	7	-2	4	-2	-23	/
PG9 Ab binder	-2.5	2.6	2.4	-0.1	0.2	-1.1	1.2	1.1	1.5	/
ABHD4 inh	0	-13	8	-16	1	-13	0	7	-13	1
TCR-CD3 inh	-5	-9	4	-1	1	2	4	-1	-3	/
UHRF1 MBD2 ctr	2	7	0	-3	-4	0	2	0	-2	0
LEDGF integ inh	-3	4	-3	1	1	6	3	0	1	-4
MBD2 DNA inh	4	6	-5	3	2	-7	-1	-4	2	3
Rev-erbA mod	-2	-1	1	0	1	-7	-1	0	-1	1
PRMT1 inh	2	0	7	-2	-2	-5	-9	-1	1	4

41	O=c1[nH][nH]c2c([N+](=O)[O-])ccc(F)c12
42	O=C1/C(=C\c2ccccc2Cl)SC(=S)N1CCC(=O)N1CCCc2ccccc21
43	CC(C)(C)c1cc(NC(=O)COC(=O)c2ccc3c(=O)n4c(nc3c2)CCC4)n(-c2ccccc2)n1
44	CC(=O)c1c(C)[nH]c(-c2ccccc2)nc1=S
45	O=C(NCc1ccccc1Cl)C1CCN(c2ncnc3c2nc2n3CCCCC2)CC1
46	CSc1ncccc1C(=O)OCC(=O)NC(C)C
47	FC(F)(F)c1cc(-c2ccccc2)nc(NC2CCCC2)n1
48	CCOc1ccc(S(=O)(=O)NC(C)C(=O)NCc2cccnc2)cc1 (stereo unspecified)
49	COc1cccc(C(=O)NCCNC(=O)c2ccco2)c1
50	COc1cccc(C(=O)OCn2nnc3ccccc3c2=O)c1OC
compound no.	41	42	43	44	45	46	47	48	49	50
rCAG binder	8	-1	0	-1	-5	-2	-1	3	3	1
HTRA1 inhibitor	/	1	3	1	1	-4	-6	2	-1	1
PG9 Ab binder	-18	-0.2	-0.9	-1.3	0.1	0.9	3.1	0.3	-1.2	1.2
ABHD4 inh	36*	8	-6	3	-6	4	-3	7	3	-8
TCR-CD3 inh	13	4	9	3	-4	-3	-7	6	3	6
UHRF1 MBD2 ctr	-8	-5	3	0	2	2	8	0	-2	-2
LEDGF integ inh	4	-2	1	3	-1	-8	4	1	3	7
MBD2 DNA inh	-20	-4	5	-3	3	-2	6	-2	-2	-7
Rev-erbA mod	-4	-2	0	0	-1	-3	1	-5	-4	2
PRMT1 inh	9	-2	-2	2	1	0	2	0	-1	-6

Looked up by compound from above (3):
42	O=C1/C(=C\c2ccccc2Cl)SC(=S)N1CCC(=O)N1CCCc2ccccc21
18	CN(Cc1cnccn1)Cc1nc(Cc2ccccc2Cl)no1
26	O=C(O)CCc1ccc(NCc2cccc(Oc3ccccc3)c2)cc1
compound no.	42	18	26
rCAG binder	-1	-2	22
HTRA1 inhibitor	1	0	-10
PG9 Ab binder	-0.2	0.3	0.6
ABHD4 inh	8	-2	3
TCR-CD3 inh	4	-1	2
UHRF1 MBD2 ctr	-5	-1	-2
LEDGF integ inh	-2	5	2
MBD2 DNA inh	-4	-6	-7
Rev-erbA mod	-2	4	1
PRMT1 inh	-2	-5	-2

Next records:
51	COc1cc(/C=C/c2noc(-c3ccccc3O)n2)cc(OC)c1OC
52	OCCNCc1c(OCc2ccc(Cl)cc2)ccc2ccccc12
53	CCC1CCCCN1S(=O)(=O)c1ccccc1 (stereo unspecified)
54	CCn1cc(S(=O)(=O)CC(=O)Nc2ccc3c(c2)OCCO3)c2ccccc21
55	COc1ccc(S[C@@H](CCN2CC[C@H](C)CCC2=O)c2ccccc2)cc1
56	CN(C(=O)c1ccc(F)cc1)c1ccccc1C(=O)NCc1ccccc1
57	COC(=O)C1=C(C)N(C)C(=NCc2cccc(C(F)(F)F)c2)NC1c1ccccc1 (stereo unspecified)
compound no.	51	52	53	54	55	56	57
rCAG binder	0	12	-5	14	-6	-6	5
HTRA1 inhibitor	-5	-3	0	-2	-41	2	/
PG9 Ab binder	-0.2	-1.0	-1.9	-1.2	-3.2	-0.2	1.7
ABHD4 inh	1	1	-6	-2	-5	2	5
TCR-CD3 inh	0	-4	-3	-6	6	-6	0
UHRF1 MBD2 ctr	2	-4	2	1	3	1	4
LEDGF integ inh	3	-1	6	1	-1	-3	0
MBD2 DNA inh	3	-2	3	7	-2	3	4
Rev-erbA mod	51*	-1	-2	5	3	-7	0
PRMT1 inh	-2	3	-3	7	5	2	3

This is a subset (hit frequency here may not be typical).
